Compound activity: PubChem, Broad Institute
F508del corr: correctors of CFTR F508del function in bronchial epithelial cells; activity (quench increase), % at 7.58 µM; hit rate 0.36% among 350,000; CFBE cells, YFP halide quenching; stimulated with forskolin plus potentiator P3; % fluorescence drop versus neutral controls;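 active means mean added fluorescence quench of at least 8% versus neutral control, with both replicates also reaching 8%; inconclusive means only one of the mean or replicate conditions met; inactive means mean below 8% and not both replicates reaching 8%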;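 further: cells transiently co-express mutant CFTR-F508del with the halide-sensitive YFP; corrector assay measuring rescue of mutant channel to the surface after 24 h compound exposure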
RAD52 anneal inh: blocks human RAD52 DNA annealing; P43351; recombinant RAD52 DNA annealing, FRET fluorescence; inhibition, % at 18.7 µM; hit rate 0.46% among 360,000;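 active means every replicate showing at least 50% inhibition; inconclusive means mean inhibition at least 50% but not in every replicate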
Target sequence (P43351 whole entry, looked up): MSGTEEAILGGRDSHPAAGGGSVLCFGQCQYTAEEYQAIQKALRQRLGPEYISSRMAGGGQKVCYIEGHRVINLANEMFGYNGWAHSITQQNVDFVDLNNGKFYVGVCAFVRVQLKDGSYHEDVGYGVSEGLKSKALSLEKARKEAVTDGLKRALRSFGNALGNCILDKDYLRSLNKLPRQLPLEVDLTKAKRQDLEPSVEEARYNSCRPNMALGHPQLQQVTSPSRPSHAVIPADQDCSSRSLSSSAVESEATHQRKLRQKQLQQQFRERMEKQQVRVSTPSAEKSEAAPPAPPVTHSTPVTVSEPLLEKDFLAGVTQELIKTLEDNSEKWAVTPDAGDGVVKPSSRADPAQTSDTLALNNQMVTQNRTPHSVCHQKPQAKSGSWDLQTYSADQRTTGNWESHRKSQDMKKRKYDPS
RAD54 branch: RAD54 (human) branch migration inhibition; Q92698; RAD54 Holliday junction branch migration, FAM/BHQ fluorescence; inhibition, % at 10.4 µM; hit rate 0.14% among 360,000;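 active means mean normalized replicate activity at least 40 and at least half of replicates scoring 40 or more; inconclusive means only one of the two criteria met; inactive means mean below 40 and under half of replicates reaching 40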;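 further: 0% = median of neutral control wells and 100% = median of positive control wells; inhibitors cause a drop in the FAM fluorescence signal; in these data hits start at about 50%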
GSIS activator: primary screen for activators of insulin secretion dependent on glucose, INS-1E cells, GLuc reporter luminescence. activation, % at 16.6 µM. INS-1E GLuc reporter insulin secretion, 2-3 h. hit rate 0.61% among 370,000. AID 743287;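 active means lowest replicate activation of at least 40%, so every replicate reaches that level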;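 further: 0% = median of neutral control wells and 100% = median of IBMX positive control wells; some compounds called inactive have numbers as strong as hits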
ARNT TACC3 PPI: ARNT/TACC3 interaction disruption; AID 623870; inhibition, % at 9.99 µM; hit rate 0.66% among 390,000; AlphaScreen His-ARNT PAS-B/GST-TACC3 binding, luminescence; TACC3 fragment carries E629A point mutation; Q9Y6A5;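 active means mean inhibition of replicates at least 50% and at least half of replicates each reaching 50%; inconclusive means half or more replicates reach 50% but mean below 50%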;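 further: 0% = complete ARNT plus TACC3 wells and 100% = ARNT alone without TACC3; many hits fall short of the cut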
esBAF inh: inhibitors of esBAF chromatin remodeling in mouse ES cells; reporter increase, % at 12.5 µM; Bmi1-luciferase knock-in reporter, 24 h; 100% = twice the neutral-well signal; AID 602393; hit rate 2% among 350,000; in the data active means activation above about 40%; inconclusive means no clear call, values can overlap the other calls;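 further: 0% = median of the plate's neutral control wells and 100% = double that signal; a rise in the Bmi1 reporter signal indicates esBAF inhibition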
ERAP1 inh: ERAP1 (human) enzyme inhibition; inhibition, % at 10.7 µM; recombinant ERAP1, Leu-AMC fluorescence, 60 min; Q9NZ08; hit rate 0.15% among 340,000;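 active means mean replicate inhibition of at least 30%, or all replicates individually reaching that 30% level; inactive means mean below 30% and not every replicate reaching it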;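 further: 0% = neutral control wells and 100% = L-leucinethiol positive control wells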
Xi reactivation: activators of X-chromosome reactivation in mouse fibroblasts | XiGFP mouse fibroblasts, % GFP-positive cells imaging, 3 d; cells co-treated with 5-aza-dC sensitizer; scaled so ellipticine positive control = 100% | activation, % at 7.58 µM | hit rate 0.055% among 360,000 | AID 743238;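 active means mean normalized replicate activation at least 10% and every replicate at or above 10%; inconclusive means only one of the two criteria met; inactive means mean below 10% and not all replicates reach 10%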;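 further: 0% = median of on-plate neutral control wells and 100% = ellipticine 6 µM median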
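Assay system: SV40-immortalized XiGFP fibroblast cells, line 68-5-11; buffer or medium: DMEM plus 5-aza-dC sensitizer; compound: one concentration, pinned; timing: compounds 3 days, fix/stain 15 min at room temperature; benchmarks: positive control ellipticine, 6 µM final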
* hit, by the source's call; u = inconclusive; x = not tested or not shown. This is a random part of the collection; about 3.3% have a hit in one of these screens.

Keys – A = F508del corr; B = RAD52 anneal inh; C = RAD54 branch; D = GSIS activator; E = ARNT TACC3 PPI; F = esBAF inh; G = ERAP1 inh; H = Xi reactivation
(1) O=C(COc1ccccc1[N+](=O)[O-])N1CCC(Cc2ccccc2)CC1
  A: -0.5 | B: -14 | C: x | D: -9 | E: -8 | F: x | G: 1 | H: 0.0
(2) CC1(c2nc3ccccc3[nH]2)c2ccccc2C(=O)N1Cc1ccccn1 (stereo not given)
  A: -4.0 | B: -5 | C: x | D: 22 | E: x | F: x | G: x | H: 0.0
(3) COC(=O)[C@]12C[C@H](CC(=O)N3CCN(C(=O)C4CC4)CC3)C(=O)N(Cc3ccccc3)C1=C[C@H](C(C)(C)C)O[C@@H]2C
  A: -2.4 | B: 2 | C: x | D: -14 | E: x | F: x | G: 0 | H: 0.0
(4) Cc1ccc(S(=O)(=O)N2CCOCC2)cc1C(=O)NCCc1ccc(Cl)cc1
  A: -0.8 | B: -14 | C: x | D: 5 | E: -17 | F: x | G: 2 | H: 0.0
(5) CCOC(=O)c1ccc(N2C(=O)C3CCCN3C2=S)cc1 (stereo not given)
  A: 0.6 | B: -18 | C: -12 | D: -5 | E: 0 | F: 14 | G: -3 | H: 0.0
(6) COc1nccnc1NS(=O)(=O)c1ccc(NC(=S)NC(=O)c2cccnc2)cc1
  A: 0.5 | B: -7 | C: x | D: 6 | E: -2 | F: -2 | G: x | H: 0.6
(7) Cc1noc(C)c1S(=O)(=O)Nc1ccc2c(c1)CC(=O)N([C@@H](C)CO)C[C@H](C)[C@@H](CN(C)S(=O)(=O)c1c(C)noc1C)O2
  A: -3.4 | B: 4 | C: -4 | D: -5 | E: 3 | F: 2 | G: 1 | H: -0.1
(8) O=C1CSC(=Nc2ccc(O)cc2)N1
  A: -0.1 | B: -3 | C: -5 | D: -11 | E: -10 | F: 2 | G: 5 | H: 0.3
(9) O=S(=O)(c1ccc(NC(=S)NC23CC4CC(CC(C4)C2)C3)cc1)N1CCCCC1
  A: 2.5 | B: -19 | C: -5 | D: 15 | E: x | F: 4 | G: 3 | H: -0.1
(10) COc1ccc(COC(=O)C2CCN(C(=O)c3ccc(Cl)cc3)CC2)cc1F
  A: 5.8 | B: 2 | C: -6 | D: x | E: 2 | F: -6 | G: 0 | H: 0.0
(11) C[C@H](O)C#Cc1cnc2c(c1)C(=O)N([C@@H](C)CO)C[C@H](C)[C@@H](CN(C)C(=O)Nc1ccc(C(F)(F)F)cc1)O2
  A: -0.7 | B: -9 | C: 3 | D: -2 | E: -5 | F: 9 | G: 2 | H: 0.1
(12) CCCSc1cc(Cl)nc(N)n1
  A: -1.1 | B: 1 | C: -5 | D: 15 | E: 34 | F: 5 | G: x | H: 0.0
(13) O=C(COc1ccc(Br)cc1Cl)N1CCN(c2ccccn2)CC1
  A: 0.2 | B: -8 | C: 2 | D: -44 | E: 0 | F: 5 | G: 0 | H: 0.1
(14) COc1ccc(-c2csc(NC(=O)CN3C(=O)C4CCCCC4C3=O)n2)cc1OC (stereo not given)
  A: -2.3 | B: -5 | C: -2 | D: 9 | E: 3 | F: 11 | G: 3 | H: 0.2
(15) CN(C)S(=O)(=O)c1ccc(C(=O)Nc2ccc3ncccc3c2)cc1
  A: 0.0 | B: -11 | C: 5 | D: 16 | E: -3 | F: 24 | G: -2 | H: 0.5

Three entries already listed, arranged by length of the SMILES, rising:
Keys – A = F508del corr; B = RAD52 anneal inh; C = RAD54 branch; D = GSIS activator; E = ARNT TACC3 PPI; F = esBAF inh; G = ERAP1 inh; H = Xi reactivation
(15) CN(C)S(=O)(=O)c1ccc(C(=O)Nc2ccc3ncccc3c2)cc1
  A: 0.0 | B: -11 | C: 5 | D: 16 | E: -3 | F: 24 | G: -2 | H: 0.5
(1) O=C(COc1ccccc1[N+](=O)[O-])N1CCC(Cc2ccccc2)CC1
  A: -0.5 | B: -14 | C: x | D: -9 | E: -8 | F: x | G: 1 | H: 0.0
(3) COC(=O)[C@]12C[C@H](CC(=O)N3CCN(C(=O)C4CC4)CC3)C(=O)N(Cc3ccccc3)C1=C[C@H](C(C)(C)C)O[C@@H]2C
  A: -2.4 | B: 2 | C: x | D: -14 | E: x | F: x | G: 0 | H: 0.0

(cont.)
Keys – A = F508del corr; B = RAD52 anneal inh; C = RAD54 branch; D = GSIS activator; E = ARNT TACC3 PPI; F = esBAF inh; G = ERAP1 inh; H = Xi reactivation
(16) Cc1c(C(=O)Nc2nccs2)oc2ccccc12
  A: x | B: -1 | C: 2 | D: x | E: x | F: 70* | G: 0 | H: 0.1
(17) Cc1ccc(NC(=O)CNC(C)c2ccccc2)cc1 (stereo not given)
  A: -0.9 | B: -11 | C: -17 | D: -11 | E: 0 | F: u | G: -1 | H: 0.3
(18) CC(=O)N1CCC(=NNc2ncc(C(F)(F)F)cc2Cl)CC1
  A: -2.8 | B: -12 | C: x | D: 0 | E: 48* | F: x | G: x | H: 0.1
(19) COc1ccc(CCNC(=O)Cn2c(=O)n(CC3CCCO3)c(=O)c3ccccc32)cc1OC (stereo not given)
  A: -0.7 | B: -2 | C: x | D: -6 | E: -4 | F: 1 | G: 2 | H: 0.1
(20) CC(C)NC(=O)N(Cc1ccc(Cl)cc1)Cc1cccs1
  A: -0.3 | B: -10 | C: x | D: -7 | E: -1 | F: x | G: -3 | H: -0.2
(21) O=C(Cc1cccc2ccccc12)Nc1nnc(-c2cccc([N+](=O)[O-])c2)s1
  A: -5.2 | B: 0 | C: 5 | D: -2 | E: -5 | F: 1 | G: 3 | H: 9.6
(22) Cn1c(CNC2CCCCC2)nc2ccccc21
  A: -1.6 | B: -11 | C: x | D: 2 | E: x | F: x | G: 8 | H: 0.0
(23) Cc1noc(C)c1S(=O)(=O)Nc1ccc2c(c1)C(=O)N([C@H](C)CO)C[C@@H](C)[C@H](CN(C)Cc1ccc(Oc3ccccc3)cc1)O2
  A: 0.7 | B: 1 | C: 7 | D: -2 | E: 9 | F: -4 | G: 0 | H: -0.1
(24) O=C(Oc1ccc(NC2=NS(=O)(=O)c3ccccc32)cc1)c1cccnc1
  A: -0.6 | B: -3 | C: x | D: 3 | E: -4 | F: x | G: 2 | H: 0.2
(25) COc1ccc(CNC(=O)c2cccnc2)cc1
  A: -1.2 | B: -10 | C: -12 | D: 2 | E: 1 | F: 0 | G: -1 | H: 0.0
(26) O=C(NCc1ccc(Cl)cc1)c1cnn2ccccc12
  A: -0.6 | B: -37 | C: 9 | D: -9 | E: x | F: 60* | G: 1 | H: 1.1
(27) O=C(CCN1CCCCC1)NCC[C@@H]1CC[C@H](NC(=O)C2CCOCC2)[C@H](CO)O1
  A: -0.6 | B: 4 | C: 2 | D: -4 | E: -2 | F: 6 | G: 3 | H: 0.0
(28) CCOC(=O)N1CCC(NC(=O)c2ccc(CS(=O)c3cccc(Cl)c3)o2)CC1 (stereo not given)
  A: 3.0 | B: -4 | C: -3 | D: -6 | E: x | F: -3 | G: 0 | H: 0.1
(29) O=C(NCc1ccon1)C1CCC(=O)N(Cc2cccc(C(F)(F)F)c2)C1 (stereo not given)
  A: -1.4 | B: -12 | C: 6 | D: 20 | E: x | F: -4 | G: -1 | H: 0.0
(30) Cc1ccc(CNC(=S)Nc2ccc3c(c2)c(=O)n(C)n3Cc2cccc(C(F)(F)F)c2)cc1
  A: 0.6 | B: -6 | C: -5 | D: -14 | E: x | F: 29 | G: -1 | H: 0.1
(31) CCOc1ccc(S(=O)(=O)N2CCC(C(=O)N3CCCCCC3)CC2)cc1C
  A: 2.3 | B: -17 | C: -7 | D: x | E: -30 | F: 1 | G: -8 | H: -0.1
(32) O=C(CN1C(=O)C2CCCCC2C1=O)Nc1ccc(S(=O)(=O)Nc2ncccn2)cc1 (stereo not given)
  A: 1.6 | B: -14 | C: -6 | D: 1 | E: -12 | F: -13 | G: 1 | H: 0.0

Just RAD54 branch, F508del corr and GSIS activator, for seven of the compounds above:
item	SMILES	RAD54 branch	F508del corr	GSIS activator
26	O=C(NCc1ccc(Cl)cc1)c1cnn2ccccc12	9	-0.6	-9
27	O=C(CCN1CCCCC1)NCC[C@@H]1CC[C@H](NC(=O)C2CCOCC2)[C@H](CO)O1	2	-0.6	-4
28	CCOC(=O)N1CCC(NC(=O)c2ccc(CS(=O)c3cccc(Cl)c3)o2)CC1 (stereo not given)	-3	3.0	-6
29	O=C(NCc1ccon1)C1CCC(=O)N(Cc2cccc(C(F)(F)F)c2)C1 (stereo not given)	6	-1.4	20
30	Cc1ccc(CNC(=S)Nc2ccc3c(c2)c(=O)n(C)n3Cc2cccc(C(F)(F)F)c2)cc1	-5	0.6	-14
31	CCOc1ccc(S(=O)(=O)N2CCC(C(=O)N3CCCCCC3)CC2)cc1C	-7	2.3	x
32	O=C(CN1C(=O)C2CCCCC2C1=O)Nc1ccc(S(=O)(=O)Nc2ncccn2)cc1 (stereo not given)	-6	1.6	1

Fetched by compound from above, 3 records:
Keys – A = F508del corr; B = RAD52 anneal inh; C = RAD54 branch; D = GSIS activator; E = ARNT TACC3 PPI; F = esBAF inh; G = ERAP1 inh; H = Xi reactivation
(3) COC(=O)[C@]12C[C@H](CC(=O)N3CCN(C(=O)C4CC4)CC3)C(=O)N(Cc3ccccc3)C1=C[C@H](C(C)(C)C)O[C@@H]2C
  A: -2.4 | B: 2 | C: x | D: -14 | E: x | F: x | G: 0 | H: 0.0
(29) O=C(NCc1ccon1)C1CCC(=O)N(Cc2cccc(C(F)(F)F)c2)C1 (stereo not given)
  A: -1.4 | B: -12 | C: 6 | D: 20 | E: x | F: -4 | G: -1 | H: 0.0
(13) O=C(COc1ccc(Br)cc1Cl)N1CCN(c2ccccn2)CC1
  A: 0.2 | B: -8 | C: 2 | D: -44 | E: 0 | F: 5 | G: 0 | H: 0.1
